ELG1 genotox – inducers of genotoxicity in HEK293T ELG1-luciferase cells; HEK293T ELG1-luciferase reporter, luminescence, 16 h; Potency, µM (top dose mostly 46 µM), for inactives: at the highest dose activity change, positive = activation, hits mostly activators; 330,000 compounds, 1.3% hits; AID 504466; note: potency is the fitted concentration of half-maximal effect; % of control where 0% means no effect; nearly all actives have a fitted effect of over 60% in size
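HEK293T cells expressing luciferase-tagged ELG1 were exposed to compound or DMSO vehicle for 16 hr at 37 °C and 5% CO2. Luciferase activity was then measured with ONE-Glo after 30 min at room temperature.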
VP16 counter – inhibits Gal4-VP16 luciferase reporter, ROR gamma counter-screen. Drosophila S2 Gal4-VP16 UAS-luciferase, luminescence, 20 h. Potency, µM (highest dose often 53.6 µM), for inactives: at the top dose activity, negative = inhibition, usual class: inhibitors. 310,000 compounds, 3.5% hits;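 note: Gal4-VP16 expression switched on by copper sulfate through the metallothionein promoter; potency is the fitted concentration of half-maximal effect; % is set by controls: 0 for no effect and ±100 for the full control effect; nearly all actives have a fitted effect of over 50% in size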
FLuc modulator – counter-screen for miR-21 project: firefly luciferase inhibitors or activators. 360,000 compounds, 6.9% hits. Potency, µM (doses to about 57.5 µM), inactives show at the top dose activity change, negative = inhibition, actives largely listed as inhibitors. P08659. AID 588342. purified FLuc, Km substrates, luminescence inhibition;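 note: potency is the fitted concentration of half-maximal effect; plate controls were vehicle for no effect and reference inhibitor for full effect; nearly all actives have a fitted effect of over 55% in size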
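Purified P. pyralis luciferase (10nM final) with 10uM D-luciferin and 10uM ATP (Km levels) in 50mM Tris acetate pH 7.5, 10mM Mg acetate, 0.01% Tween-20, 0.05% BSA; qHTS 6-point titration, ~60 µM downward; luminescence read.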
RORg inh – blocks mouse ROR gamma transcriptional activity. P51450. Drosophila S2 Gal4-RORgamma UAS-luciferase reporter, 20 h. Potency, µM (top dose mostly 53.6 µM), inactives show top-dose activity change, negative = inhibition, actives largely listed as inhibitors. 310,000 compounds, 5.4% hits; note: potency is the fitted concentration of half-maximal effect; % is set by controls: 0 for no effect and ±100 for the full control effect; nearly all actives have a fitted effect of over 60% in size
Target sequence (P51450 whole entry, looked up, the tested form may be a part): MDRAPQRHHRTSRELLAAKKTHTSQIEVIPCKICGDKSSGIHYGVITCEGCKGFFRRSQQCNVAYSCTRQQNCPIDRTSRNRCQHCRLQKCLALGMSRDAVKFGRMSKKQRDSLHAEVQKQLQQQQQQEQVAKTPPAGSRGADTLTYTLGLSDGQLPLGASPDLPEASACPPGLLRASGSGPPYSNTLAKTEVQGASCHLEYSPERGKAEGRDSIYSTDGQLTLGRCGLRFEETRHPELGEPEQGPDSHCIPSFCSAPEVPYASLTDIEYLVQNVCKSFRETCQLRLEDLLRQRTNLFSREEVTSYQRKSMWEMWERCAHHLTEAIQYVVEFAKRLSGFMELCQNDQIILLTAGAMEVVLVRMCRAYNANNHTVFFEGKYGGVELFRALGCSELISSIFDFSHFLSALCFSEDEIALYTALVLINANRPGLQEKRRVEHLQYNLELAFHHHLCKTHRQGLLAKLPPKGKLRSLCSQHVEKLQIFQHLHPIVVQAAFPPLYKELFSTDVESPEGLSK
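Compounds are pin-transferred onto Drosophila Schneider cells expressing a copper-inducible Gal4–ROR gamma transactivation domain fusion. After 1 hr, copper sulfate is added to 700 uM final; luciferase is read 20 hr later.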
Rab9 promoter act – activators of Rab9 promoter. AID 485297. Potency, µM (highest dose often 9.22 µM), inactives show at the top dose activation, negative = inhibition, actives largely listed as activators. Huh7 Rab9 promoter-luciferase reporter, luminescence, 24 h. 320,000 compounds, 2.8% hits; note: potency is the fitted concentration of half-maximal effect; % of control where 0% means no effect; nearly all actives have a fitted effect of over 60% in size
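Rab9 promoter-driven luciferase in stably transfected Huh7 cells; 1500 cells/well rested 2 h, exposed to compound in DMSO for 24 h at 37 °C, 5% CO2. Luminescence read 10 min after adding luciferase reagent at ambient temperature.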
PKM2 activator – PKM2 (human) enzyme activation | P14618 | purified PKM2, Kinase-Glo ATP luminescence, activation; response scale: 0% is enzyme alone, no compound | Potency, µM (doses to about 57.5 µM), for the others: top-dose activation, hits mostly activators | 260,000 compounds, 0.34% hits | AID 1631; note: potency is the fitted concentration of half-maximal effect; % is set by controls: 0 for no effect and ±100 for the full control effect; nearly all actives have a fitted effect of over 55% in size
Target sequence (P14618 whole entry, looked up): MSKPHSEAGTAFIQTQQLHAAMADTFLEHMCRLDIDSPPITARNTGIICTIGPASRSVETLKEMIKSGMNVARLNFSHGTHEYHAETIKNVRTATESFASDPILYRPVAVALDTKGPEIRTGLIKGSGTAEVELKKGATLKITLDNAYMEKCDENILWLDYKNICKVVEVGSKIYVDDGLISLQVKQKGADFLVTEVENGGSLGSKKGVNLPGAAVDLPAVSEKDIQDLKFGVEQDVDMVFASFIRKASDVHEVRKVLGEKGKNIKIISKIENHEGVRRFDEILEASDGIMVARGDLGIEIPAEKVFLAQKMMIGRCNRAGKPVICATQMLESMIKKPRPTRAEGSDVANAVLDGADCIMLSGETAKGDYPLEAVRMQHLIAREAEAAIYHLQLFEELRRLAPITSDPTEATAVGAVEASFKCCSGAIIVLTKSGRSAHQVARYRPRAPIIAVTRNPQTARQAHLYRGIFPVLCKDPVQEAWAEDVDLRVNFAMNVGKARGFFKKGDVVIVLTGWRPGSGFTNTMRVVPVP
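Purified hPK-M2 (>95% pure) converted ADP (0.1 mM final) to ATP with 0.5 mM PEP in 50 mM imidazole pH7.2, KCl, MgCl2, Tween 20, BSA; 1 h at room temperature. ATP detected by Kinase-Glo luminescence.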
NPC1 promoter act – activates the NPC1 promoter | Huh7 NPC1 promoter luciferase reporter, 24 h | Potency, µM (highest dose often 9.22 µM), without a hit: at the top dose activation, usual class: activators | 320,000 compounds, 2.4% hits | AID 485313;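 note: potency is the fitted concentration of half-maximal effect; % of control where 0% means no effect; nearly all actives have a fitted effect of over 60% in size; reporter is driven by a mutant NPC1 promoter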
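Stable NPC1-promoter luciferase Huh7 line; cpd (DMSO) 24 h, 37 °C, 5% CO2; Amplite luciferase reagent 10 min RT; luminescence readout. qHTS format.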
Giardia killer – kills Giardia lamblia | Giardia lamblia trophozoite viability | activity change, % at 7.66 µM, hits read low | 340,000 compounds, 0.15% hits | AID 540267; in the data active = activity change below about -80%; inconclusive = between about -30% and that limit;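 note: parasites exposed to compound for two days anaerobically before the ATP read; % is set by controls: 0 for no effect and ±100 for the full control effect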
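Each well holds 100 Giardia trophozoites and compound. After two days (48 hrs) at 37 deg C in anaerobic conditions, ATP is quantified by luminescence.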
BRCA1 expr act – increases BRCA1 expression. Potency, µM (top dose mostly 46.1 µM), inactives show top-dose activation, most hits filed as activators. 380,000 compounds, 1.1% hits. AID 624202. MCF7-BRCA1-FFLuc reporter, luminescence, 48 h; response scale: scaled: vehicle 0%, 10 µM genistein 100%; note: potency is the fitted concentration of half-maximal effect; nearly all actives have a fitted effect of over 80% in size; some results filed as inactive show a strong effect at the top dose
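Cells: MCF7-BRCA1-FFLuc, 2000/well. Exposure: 48 h, 37 °C, 5% CO2. Read: luminescence, 15 min post-substrate. Controls: genistein 10 microM (maximal activation), DMSO (neutral).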
Menin-MLL TR inh – inhibitors of human menin-MLL interaction, mutant MLL peptide. Potency, µM (doses to about 61.6 µM), for inactives: at the top dose FP activity change, negative = inhibition, most hits filed as inhibitors. Menin + Texas Red MLL mutant peptide, fluorescence polarization. AID 1768. O00255. 270,000 compounds, 0.23% hits; active = well fitted inhibition curve with a large enough effect in the polarisation, with a control signal flat, not every such curve was filed as active; inconclusive = small, poorly fitted or top-dose-only effect, or effect the other way, or a change in a side signal; inactive = no such curve, though single readings can be large or run the other way; the % refers to the polarisation; note: potency is the fitted concentration of half-maximal effect; % of control where 0% means no effect; many of its hits are not listed in these tables
p53 reactivator – restores transcriptional activity of mutant p53; H1299 p53-A138V BP100-luciferase reporter, luminescence, 24 h; AID 504706; Potency, µM (highest dose often 92.2 µM), for inactives: at the highest dose activity change, positive = activation, actives largely listed as activators; 320,000 compounds, 0.063% hits; note: potency is the fitted concentration of half-maximal effect; % of control where 0% means no effect; nearly all actives have a fitted effect of over 45% in size
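H1299 (p53-null), stable ts p53-A138V + BP100-Luc; 1000 cells/well, Opti-MEM/10% FBS; cpd 4 pt, 1:5; 24 h, 37 deg C, 5% CO2; detection reagent 10 min RT; luminescence.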
* hit, by the source's call; ? = inconclusive; · = not tested or not shown; [ ] = remark or other dose. Unless noted, calls come from the whole dose curve; as a rule, active = well fitted curve in the direction sought with a large enough effect; inconclusive = small, poorly fitted or top-dose-only effect, or another doubt; inactive = no such curve, though single readings can be large; an effect the other way counts as inactive or inconclusive. A portion of the library. The share of hits here may be higher or lower than overall.

[1] COc1ccc(CC(=O)Nc2c3c(nn2-c2ccccc2C)CS(=O)C3)cc1 (configuration not stated)
[2] O=C(c1ccccc1)c1ccc(OCC(O)CNCc2cccc(Cl)c2)cc1 (configuration not stated)
[3] O=C(Cn1cncc1-c1ccc([N+](=O)[O-])cc1)Nc1ccccc1F
[4] Cc1cc(C)c(NC(=O)C(C)Sc2nc3ccc(N4C(=O)c5ccccc5C4=O)cc3s2)c(C)c1 (configuration not stated)
[5] CC(=O)C1=C(C)NC(SCC(N)=O)=C(C#N)C1c1cccnc1 (configuration not stated)
[6] Cc1ccc(CCNC(=O)C2CCC(CNc3c(N4CCCC4)c(=O)c3=O)CC2)cc1 (configuration not stated)
assay / entry,1,2,3,4,5,6
ELG1 genotox,0%,4%,14%,-1%,0%,3%
VP16 counter,-2%,-9%,-8%,3%[0.365 µM],7%,1%
FLuc modulator,10%,-2%,1%,1%,2%,-2%
RORg inh,-2%,-9%,-11%,33%,-6%,-4%
Rab9 promoter act,-4%,4%,0%,-5%,4%,-3%
PKM2 activator,1%,·,-5%,-9%,-6%,-2%
NPC1 promoter act,-4%,-3%,2%,-4%,-2%,-3%
Giardia killer,-11,-19,-14,-3,-12,-2
BRCA1 expr act,1%,-63%,-36%,-5%,-2%,-1%
Menin-MLL TR inh,7%,?,?,?,-4%,1%
p53 reactivator,-4%,10%,1%,-1%,-4%,-2%

[7] CS(=O)(=O)N1CCc2cc(S(=O)(=O)Nc3ccc4oc5c(c4c3)CCCC5)ccc21
[8] COC(=O)c1ccc(Cl)c(NC(=O)c2ccc(-c3ccccc3)cc2)c1
[9] O=C(CNC(=O)c1ccccc1F)N/N=C/c1cn[nH]c1-c1ccccc1
[10] CC(C)N(Cc1cnn(C)c1)C(=O)c1ccc(OC2CCN(Cc3ccccn3)CC2)cc1
[11] CCCSc1nc(SCC(=O)NCc2ccccc2)c2c3c(sc2n1)COC(C)(CC)C3 (configuration not stated)
[12] COc1ccccc1N1CCN(C(=O)c2ccc(NC3=NC4CS(=O)(=O)CC4S3)cc2)CC1 (configuration not stated)
assay / entry,7,8,9,10,11,12
ELG1 genotox,-6%,11%,-1%,-5%,-1%,1%
VP16 counter,-13%,-21%,-7%,-2%,-4%,3%
FLuc modulator,2%,0%,9%,1%,1%,1%
RORg inh,33%,?,16%,-14%,0%,-35%
Rab9 promoter act,-1%,-3%,-1%,-3%,0%,-3%
PKM2 activator,12%,-1%,4%,·,-4%,5%
NPC1 promoter act,2%,-4%,-1%,1%,0%,2%
Giardia killer,-5,·,-5,-4,-11,36[activator]
BRCA1 expr act,-34%,·,-27%,-11%,7%,-1%
Menin-MLL TR inh,?,-17%,-14%,-5%,-5%,7%
p53 reactivator,-9%,-2%,-19%,2%,2%,·

[13] O=C(CSc1nnnn1C1CCCC1)Nc1ccc2c(c1)OCO2
[14] COc1cccc(NC(=O)CN2CCN(c3ccccc3F)CC2)c1
[15] S=C(NCc1cccnc1)Nc1ccc(Cl)cc1Cl
[16] COC(=O)c1c(C)noc1-c1ccc(Cl)cc1
[17] CCCn1c(N)c(C(=O)CN(C)CC(=O)Nc2ccccc2C(F)(F)F)c(=O)[nH]c1=O
[18] COc1cc2nc(SCc3ccc(Cl)cc3Cl)n(Cc3cccs3)c(=N)c2cc1OC
assay / entry,13,14,15,16,17,18
ELG1 genotox,13%,-2%,-9%,-1%,2%,-12%
VP16 counter,3%,4%,-10%,-5%,·,16µM*
FLuc modulator,-16%,0%,0%,4%,·,0%
RORg inh,-9%,14%,0%,-2%,·,?
Rab9 promoter act,-1%,-3%,2%,-5%,-1%,-1%
PKM2 activator,0%,-2%,-5%,1%,·,-2%
NPC1 promoter act,8%,-2%,-3%,-7%,-2%,-5%
Giardia killer,-6,6,?,1,6,15
BRCA1 expr act,3%,-8%,-1%,8%,-7%,-21%
Menin-MLL TR inh,15%,10%,5%,·,·,40µM*
p53 reactivator,11%,-5%,-2%,-2%,-8%,0%

The last two records of the section above come first, to join the parts:
[17] CCCn1c(N)c(C(=O)CN(C)CC(=O)Nc2ccccc2C(F)(F)F)c(=O)[nH]c1=O
[18] COc1cc2nc(SCc3ccc(Cl)cc3Cl)n(Cc3cccs3)c(=N)c2cc1OC
[19] CCCCN(C(=O)c1cc(=O)[nH]c2ccccc12)c1c(N)n(CCCC)c(=O)[nH]c1=O
[20] CCOC(=O)c1cc(=O)[nH]c2ccccc12
[21] COc1ccc(Sc2nc(-c3ccccc3)ncc2C(=O)O)cc1
[22] Cc1cccc(OCC(=O)Nc2ccccc2C(=O)N2CCOCC2)c1
[23] C/C(=N/n1cnnc1)c1cccnc1
[24] O=C(N/N=C/c1c[nH]c2ccccc12)c1ccccc1
assay / entry,17,18,19,20,21,22,23,24
ELG1 genotox,2%,-12%,5%,0%,2%,3%,0%,?
VP16 counter,·,16µM*,-2%,-8%,-10%,1%,-1%,·
FLuc modulator,·,0%,-1%,-2%,?,-2%,3%,13µM*
RORg inh,·,?,-27%,1%,-5%,23%,-5%,·
Rab9 promoter act,-1%,-1%,4%,-4%,1%,-2%,0%,?
PKM2 activator,·,-2%,-6%,-1%,2%,0%,?,4%
NPC1 promoter act,-2%,-5%,0%,-6%,-3%,-1%,1%,?
Giardia killer,6,15,?,7,-16,-17,29,-13
BRCA1 expr act,-7%,-21%,-21%,-7%,-13%,-5%,0%,10µM*
Menin-MLL TR inh,·,40µM*,0%,-21%,?,-4%,-1%,5%
p53 reactivator,-8%,0%,23%,5%,14%,2%,1%,·

[25] COc1ccc(CCNC(=O)COC(=O)CCC(=O)c2ccc(F)cc2)cc1
[26] CCCC(C)NS(=O)(=O)c1ccccc1 (configuration not stated)
[27] COc1ccc(C2NC(=S)NC3=C2CCc2cc(OC)ccc23)cc1 (configuration not stated)
[28] CCc1nc2cc([N+](=O)[O-])c([N+](=O)[O-])cc2[nH]1
[29] C=CCSc1nnc(NC(=O)c2cccc(S(=O)(=O)N(C)c3ccccc3)c2)s1
[30] O=C(COc1ccc(Cl)cc1)Nc1nnc(C2=COCCO2)o1
assay / entry,25,26,27,28,29,30
ELG1 genotox,0%,-1%,-3%,-2%,-3%,0%
VP16 counter,8%,4%,?,-8%,?,-16%
FLuc modulator,-10%,1%,-12%,2%,0%,?
RORg inh,-8%,1%,0.56µM*,?,?,13µM*
Rab9 promoter act,0%,-3%,0%,1%,-3%,-5%
PKM2 activator,-12%,-2%,12%,-14%,-6%,2%
NPC1 promoter act,0%,-1%,2%,2%,-1%,-3%
Giardia killer,-4,-23,1,?,-5,6
BRCA1 expr act,3%,-5%,-33%,-9%,-18%,12%
Menin-MLL TR inh,-2%,16%,-16%,-5%,?,55%[activator]
p53 reactivator,-1%,-4%,-8%,-8%,15%,0%

[31] CCC(C)NC(=O)CSc1n[nH]c(-c2cc(Cl)ccc2OC)n1 (configuration not stated)
[32] Cc1cccc(N2CCN(C(=O)c3cn(C)c(=O)c4c3c3ccccc3n4C)CC2)c1C
[33] O=C(c1cc(-c2ccccc2)nc2ccccc12)N1CCN(c2ccccc2O)CC1
[34] COc1cc(OC)cc(-n2nnnc2SCC(=O)N2CCCC2)c1
[35] COc1ccc(N2CCN(C(=O)c3cc4c(s3)-c3ccccc3S(=O)(=O)C4)CC2)cc1
[36] CC(NC(=O)CSc1nc2ccccc2c(=O)[nH]1)c1ccccc1 (configuration not stated)
[37] COC(=O)c1cc(NC2c3ccccc3C(=O)N2CCN2CCOCC2)cc(C(=O)OC)c1 (configuration not stated)
[38] CC[C@H](C)[C@@H](C(=O)NCCCCCCCCCCC(=O)N1CCN(C(=O)OC(C)(C)C)CC1)n1cc(CCCCN=C(NC(=O)OC(C)(C)C)NC(=O)OC(C)(C)C)nn1
assay / entry,31,32,33,34,35,36,37,38
ELG1 genotox,0%,-14%,-22%,4%,-8%,8%,2%,-5%
VP16 counter,-1%,1%,-15%,-2%,-8%,?,2%,·
FLuc modulator,-3%,1%,11µM*,-1%,-2%,0%,-1%,0%
RORg inh,-9%,35%,?,20%,23%,?,2%,·
Rab9 promoter act,0%,-5%,24%,2%,-1%,-1%,-1%,-2%
PKM2 activator,7%,0%,-8%,4%,-1%,-6%,-7%,·
NPC1 promoter act,1%,-4%,11%,-1%,2%,-3%,-3%,-10%
Giardia killer,3,5,5,11,-4,58[activator],15,·
BRCA1 expr act,-43%,-64%,-49%,-10%,-3%,10%,-9%,·
Menin-MLL TR inh,-14%,-13%,·,-1%,·,4%,7%,·
p53 reactivator,-2%,-28%,-4%,-9%,2%,0%,-4%,-19%
